# Jurkat NFkB inh – lowers PMA/ionomycin-induced NF-kB signal in Jurkat cells | PMA/ionomycin-induced NF-kB luciferase reporter, luminescence | AID 435003 | 330,000 tested, 0.53% active | inhibition, % at 4 µM; in the data active = inhibition above about 50%
# 697 NFkB inh – lowers PMA/ionomycin-induced NF-kB signal in 697 B cells | 697 B-cell NF-kB luciferase reporter, 16 h | inhibition, % at 4 µM | 330,000 tested, 0.33% active; in the data active = inhibition above about 35%
# XBP1 UPR activ – adaptive UPR (XBP1) activation. 330,000 tested, 0.33% active. AID 463104. activation, % at 20 µM. CHO-XBP1 luciferase reporter, IRE1-XBP1 UPR activation, luminescence; percent of tunicamycin response, DMSO as zero;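 active = versus positive control, 20 µM dose yields 30% or more activation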;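 also: 100% = tunicamycin at 10 µg/mL and 0% = DMSO only wells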
#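 Material: CHO-XBP1 cells stably carrying IRE1-XBP1-driven luciferase reporter | Medium: F12 with 10% serum | Compound dosing: 20 µM single concentration, DMSO 1% | Incubation: Overnight seeding at 37 °C, 6 h compound treatment at 37 °C | Detection: Steady-Glo luminescence read | Read-out basis: % activation of reporter signal versus tunicamycin and DMSO controls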
# TIM10 inh – inhibits growth of TIM10 yeast strain; 330,000 tested, 1.4% active; S. cerevisiae TIM10 strain growth, BacTiter-Glo luminescence, 24 h; AID 463195; inhibition, % at 10 µM;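 active = inhibition of 40% or more at the single tested concentration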;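 also: wild-type TIM10 isogenic control strain grown at permissive 25 °C; 0% = DMSO yeast wells and 100% = minimal medium wells without yeast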
# tim10-1 inh – inhibits growth of tim10-1 mutant yeast; 330,000 tested, 2.2% active; S. cerevisiae tim10-1 ts strain growth, BacTiter-Glo, 24 h; inhibition, % at 20 µM;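 active = inhibition of at least 40%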;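 also: mutant grown at 25 °C; 0% = DMSO wells with yeast and 100% = wells holding no yeast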
# Mdm2 MdmX PPI – disrupts the human Mdm2-MdmX interaction. O15151+Q00987. SaOS-2 split-luciferase Mdm2/MdmX complementation, luminescence. inhibition, % at 8 µM. 330,000 tested, 3% active;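 active = inhibition of at least 50% at 8 µM in the primary screen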
# Target sequence (O15151 whole entry, looked up): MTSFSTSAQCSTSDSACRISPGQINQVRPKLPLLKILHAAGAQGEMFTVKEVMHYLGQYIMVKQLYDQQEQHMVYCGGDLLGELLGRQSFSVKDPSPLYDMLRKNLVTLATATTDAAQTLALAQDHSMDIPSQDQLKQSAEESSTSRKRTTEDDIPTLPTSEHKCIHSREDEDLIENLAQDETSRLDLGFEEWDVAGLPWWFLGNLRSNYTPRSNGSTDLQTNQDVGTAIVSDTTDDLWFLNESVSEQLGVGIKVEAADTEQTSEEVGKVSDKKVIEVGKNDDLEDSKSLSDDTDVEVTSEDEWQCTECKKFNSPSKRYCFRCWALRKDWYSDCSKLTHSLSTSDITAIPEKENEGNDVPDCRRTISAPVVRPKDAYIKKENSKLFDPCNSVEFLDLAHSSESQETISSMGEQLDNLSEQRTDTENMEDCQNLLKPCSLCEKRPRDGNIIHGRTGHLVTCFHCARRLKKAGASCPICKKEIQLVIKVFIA
# Target sequence (Q00987 whole entry, looked up): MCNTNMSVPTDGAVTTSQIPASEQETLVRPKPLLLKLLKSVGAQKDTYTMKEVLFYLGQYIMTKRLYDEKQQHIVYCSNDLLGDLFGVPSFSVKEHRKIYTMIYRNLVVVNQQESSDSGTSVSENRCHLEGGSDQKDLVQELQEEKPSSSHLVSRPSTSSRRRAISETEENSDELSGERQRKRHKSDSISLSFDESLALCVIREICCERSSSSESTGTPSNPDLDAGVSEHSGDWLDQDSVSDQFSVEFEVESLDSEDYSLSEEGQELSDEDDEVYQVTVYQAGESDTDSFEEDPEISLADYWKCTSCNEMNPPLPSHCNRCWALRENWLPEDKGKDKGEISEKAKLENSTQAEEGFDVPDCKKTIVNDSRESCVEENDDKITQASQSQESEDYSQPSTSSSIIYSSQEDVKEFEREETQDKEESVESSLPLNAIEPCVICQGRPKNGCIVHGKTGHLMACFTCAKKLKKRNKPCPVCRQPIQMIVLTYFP
# CHOP UPR activ – apoptotic UPR (CHOP) activation; CHO-CHOP luciferase reporter, luminescence; percent of tunicamycin response over DMSO baseline; activation, % at 10 µM; 330,000 tested, 0.34% active;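 active = at 10 µM dose, activation of 40% or more, normalized to positive control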;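 also: 100% = tunicamycin at 10 µg/mL and 0% = DMSO alone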
#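 Test system: CHO-CHOP cells, stable luciferase reporter of PERK-eIF2a-CHOP signalling | Quantity: 500 CHO-CHOP cells per well | Buffer or medium: F12 plus 10% serum | Compound dosing: 10 µM single point, 0.5% DMSO | Schedule: 6 h compound treatment, 37 °C | Signal: Luciferase luminescence | Control set: Tunicamycin high control, DMSO low control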
# tim23-1 inh – tim23-1 yeast growth inhibition. S. cerevisiae tim23-1 growth, BacTiter-Glo luminescence, 24 h. inhibition, % at 20 µM. 330,000 tested, 1.3% active. AID 463212;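 active = growth inhibition of the mutant yeast at or above 50%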;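 also: temperature-sensitive mutant grown at 25 °C; plate controls were DMSO-treated mutant yeast for no effect and medium wells lacking yeast for full effect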
# Starred values were filed as active, the others as inactive.
SMILES	tim23-1 inh	TIM10 inh	CHOP UPR activ	tim10-1 inh	Mdm2 MdmX PPI	Jurkat NFkB inh	XBP1 UPR activ	697 NFkB inh
CC(C)(C)C(=O)Nc1sc2c(c1C#N)CCCCC2	9	10	1.0	6	-18	-10	0	-7
C#CCOCCOCCOCCNc1nc(N2CCN(C(=O)CCCCCCCCCCNC(=O)Cn3cc(CCCCCN)nn3)CC2)nc(N2CCN(C(=O)CCCCCCCCCCNC(=O)[C@@H](CCC(=O)O)n3cc(CCCCCN)nn3)CC2)n1	37	6	-1.2	24	10	5	-1	2
ON/C=N/C(=S)Nc1ncc(C(F)(F)F)cc1Cl	-12	11	0.1	24	5	17	-2	2
O=C(CCNc1n[nH]c(=O)[nH]c1=O)N/N=C/c1ccc(C(F)(F)F)cc1	4	-4	-0.5	6	9	0	-3	12
Cc1cccc(OCCCC(=O)Nc2ccc(N(C)C)cc2)c1	9	-7	6.3	8	-84	-41	-2	-63
CCOC(=O)c1ccccc1NC(=O)C(C)Oc1ccccc1 (stereo unspecified)	10	17	0.8	15	14	7	-3	-24
CC(C)N(Cc1ccccc1)C(=S)Nc1ccc(F)cc1	28	33	1.4	36	-2	-1	-1	-5
CCS(=O)(=O)NCC(c1cccnc1)N1CCN(c2ccc(F)cc2)CC1 (stereo unspecified)	15	2	-1.2	16	-1	-7	4	4
Cc1ccc(C)c(OCCC(=O)OCC(=O)NC2CC2)c1	3	-6	-1.5	-10	12	21	-3	-9
Cc1ccc(C)c(NC(=O)C2CCN(C(=O)c3cccs3)CC2)c1	-2	-17	0.1	-16	6	-2	-3	2
CC(C)NC(=O)c1ccccc1NS(=O)(=O)c1ccc(Br)s1	30	14	-0.3	24	1	5	-3	-10
Cc1ccc(NC(=O)COC(=O)c2ccc(-n3nc(C)cc3C)cc2)c(F)c1	5	0	0.6	-6	1	-13	-3	-14
Cc1cccc(CN2CCC(C(=O)Nc3cccc(-c4cscn4)c3)CC2)n1	-1	2	-2.9	-14	10	-20	-6	-8
Cc1ccc(-n2cc(CN3CCNC(=O)CC3)c(-c3ccc(F)cc3)n2)cc1	14	8	3.2	9	13	-14	2	9
CCOC(=O)c1sc(NC(=O)c2cc3c(s2)CCC(C)C3)nc1C (stereo unspecified)	3	-2	-4.7	-1	-11	10	-3	-34
Cc1ccc(C(=O)N/C(=C\c2cn(C)c3ccccc23)C(=O)N2CCN(C)CC2)cc1	-2	1	1.0	-2	-12	11	-1	2
CC(C)N(CCNC(=O)c1cn(C)c2ccc(S(=O)(=O)N(C)C)cc2c1=O)Cc1ccccc1	5	2	-1.6	7	15	-16	2	-19
COc1cccc(/C=C2\SC(=S)N(CC3CCCO3)C2=O)c1 (stereo unspecified)	33	31	2.1	28	-7	24	1	4
Cc1ccc(N(CC(=O)Nc2cc(C)cc(C)c2)S(=O)(=O)c2cccc3nonc23)cc1	20	34	1.2	34	1	6	-4	7
COc1cc(S(=O)(=O)NC2CCCC2)ccc1Cl	29	18	-1.1	29	0	-2	-2	-3
Cc1ccc(S(=O)(=O)NCCc2ccncc2)cc1[N+](=O)[O-]	-3	-6	-1.8	10	14	-21	2	3
COCCCNC(=O)CN(Cc1ccc(Cl)cc1)S(C)(=O)=O	-5	0	1.2	-2	13	3	-4	15
CCOc1cc(/C=C(\C#N)C(=O)Nc2cccc(C(=O)O)c2)ccc1OCc1ccccc1Cl	25	11	1.7	22	-48	-3	3	24
CC(C)CNC(=O)COC(=O)CCC(=O)c1ccc(F)cc1	1	0	0.1	0	18	0	3	21
O=C(Nc1ccccc1C(F)(F)F)c1cc2ccccc2o1	20	-2	5.1	13	-69	-152	0	-189
O=c1ncn(-c2ccccc2C(F)(F)F)c2ncccc12	0	-16	-2.9	3	33	-19	-3	-11
CCOc1ccccc1NC(=O)CN1C(=O)COc2ccccc21	16	19	-1.0	2	-24	3	0	4
CCOC(=O)NC(=O)c1cn(Nc2ncc(C(F)(F)F)cc2Cl)c(=O)[nH]c1=O	8	5	0.5	14	-12	-4	2	12
CCCCNS(=O)(=O)c1ccc2nc(SCC(=O)N3CC(C)OC(C)C3)[nH]c2c1 (stereo unspecified)	13	7	-0.8	6	-6	5	3	15
COc1ccc(C(=O)NCC(=O)Nc2cccc(S(=O)(=O)NCc3ccco3)c2)cc1OC	-10	5	0.5	-2	-13	7	0	16
Cc1noc(C)c1S(=O)(=O)N1CCCC(C(=O)NCCC2=CCCCC2)C1 (stereo unspecified)	6	4	-0.2	6	1	-4	-2	0
Cc1ccc(-c2nc3cc(NS(=O)(=O)c4ccc(C)cc4)ccc3o2)cc1	35	45*	-0.5	35	2	6	1	10
CC(C)(C)OC(=O)N1C[C@H](O)C[C@H]1C(=O)OCC(=O)c1ccc([N+](=O)[O-])cc1	-15	13	-1.2	-10	4	-5	-4	-4
Cc1cc([N+](=O)[O-])ccc1NC(=S)NC(=O)Cc1ccccc1	50*	30	1.2	35	31	17	0	5
O=C(CSc1ncccn1)NCc1ccc(F)cc1	8	-5	2.1	18	-22	-20	2	8
Cc1ccc2nnnc(-c3ccccc3)c2c1	8	-4	0.9	-3	39	-11	1	10
Cc1ccc(N2CC(C(=O)Nc3nnc(SCC(=O)Nc4cc(C)on4)s3)CC2=O)cc1 (stereo unspecified)	-10	5	0.4	7	14	10	-2	3
COc1ccc(Cn2c(C)nc3ccc([N+](=O)[O-])cc3c2=O)cc1	19	-4	-1.5	11	12	5	-3	3
O=C(NCCc1ccccc1)C1CCC(Cn2c(=O)c3ccccc3n(Cc3cccc(Cl)c3)c2=O)CC1 (stereo unspecified)	-2	6	0.4	5	54*	13	12	11
O=S(=O)(Nc1ccccc1N1CCOCC1)c1ccc(Cl)s1	16	20	-1.2	15	-16	-10	5	-9

# Laid out differently: 14 of the compounds above.
# Values in the order: tim23-1 inh	TIM10 inh	CHOP UPR activ	tim10-1 inh	Mdm2 MdmX PPI	Jurkat NFkB inh	XBP1 UPR activ	697 NFkB inh
> CCOC(=O)c1sc(NC(=O)c2cc3c(s2)CCC(C)C3)nc1C (stereo unspecified)
→ 3	-2	-4.7	-1	-11	10	-3	-34
> Cc1ccc(C(=O)N/C(=C\c2cn(C)c3ccccc23)C(=O)N2CCN(C)CC2)cc1
→ -2	1	1.0	-2	-12	11	-1	2
> CC(C)N(CCNC(=O)c1cn(C)c2ccc(S(=O)(=O)N(C)C)cc2c1=O)Cc1ccccc1
→ 5	2	-1.6	7	15	-16	2	-19
> COc1cccc(/C=C2\SC(=S)N(CC3CCCO3)C2=O)c1 (stereo unspecified)
→ 33	31	2.1	28	-7	24	1	4
> Cc1ccc(N(CC(=O)Nc2cc(C)cc(C)c2)S(=O)(=O)c2cccc3nonc23)cc1
→ 20	34	1.2	34	1	6	-4	7
> COc1cc(S(=O)(=O)NC2CCCC2)ccc1Cl
→ 29	18	-1.1	29	0	-2	-2	-3
> Cc1ccc(S(=O)(=O)NCCc2ccncc2)cc1[N+](=O)[O-]
→ -3	-6	-1.8	10	14	-21	2	3
> COCCCNC(=O)CN(Cc1ccc(Cl)cc1)S(C)(=O)=O
→ -5	0	1.2	-2	13	3	-4	15
> CCOc1cc(/C=C(\C#N)C(=O)Nc2cccc(C(=O)O)c2)ccc1OCc1ccccc1Cl
→ 25	11	1.7	22	-48	-3	3	24
> CC(C)CNC(=O)COC(=O)CCC(=O)c1ccc(F)cc1
→ 1	0	0.1	0	18	0	3	21
> O=C(Nc1ccccc1C(F)(F)F)c1cc2ccccc2o1
→ 20	-2	5.1	13	-69	-152	0	-189
> O=c1ncn(-c2ccccc2C(F)(F)F)c2ncccc12
→ 0	-16	-2.9	3	33	-19	-3	-11
> CCOc1ccccc1NC(=O)CN1C(=O)COc2ccccc21
→ 16	19	-1.0	2	-24	3	0	4
> CCOC(=O)NC(=O)c1cn(Nc2ncc(C(F)(F)F)cc2Cl)c(=O)[nH]c1=O
→ 8	5	0.5	14	-12	-4	2	12

# The list goes on.
SMILES	tim23-1 inh	TIM10 inh	CHOP UPR activ	tim10-1 inh	Mdm2 MdmX PPI	Jurkat NFkB inh	XBP1 UPR activ	697 NFkB inh
CCCn1c(NCc2ccco2)nc2ccccc21	18	2	2.0	-2	8	1	-1	-3
CC(C)(C)OC(=O)NCCCC[C@@H](C(=O)NCCCCCCCCCCC(=O)N1CCN(C(=O)OC(C)(C)C)CC1)n1cc(CCO)nn1	18	7	0.9	17	27	27	-5	-45
CCC(C)[C@H](NC(=O)N1CC(=O)Nc2ccccc21)C(=O)Nc1ccccc1C (stereo partly specified)	8	2	2.7	1	67*	37	1	-24
COc1cccc(OCc2nnc(SCC(=O)NNC(=O)C3CCCCC3)n2C)c1	5	-3	-2.0	8	5	-1	-2	4
CCCCOCCCNC(=O)c1ccc(NC(C)=O)cc1	0	-14	-0.4	-1	0	6	0	-8
O=[N+]([O-])c1nn(-c2ccc3c(c2)OCCO3)n(O)c1=Nc1ccccc1	53*	5	-6.7	36	91*	71*	-3	9
CCn1c(O)c(N=NC(=S)NCC2CCCO2)c2ccccc21 (stereo unspecified)	12	-4	0.7	-8	16	-9	-1	19
O=C1CN(S(=O)(=O)c2cccc(Cl)c2Cl)c2ccccc2N1	3	-2	-0.9	1	14	11	-2	10
O=S(=O)(c1ccc2ccccc2c1)N1CCN(S(=O)(=O)c2c(F)cccc2F)CC1	-4	-10	6.4	-8	16	-6	3	-104
COc1ccccc1NC(=O)CN1C(=O)NC2(CCCCCCC2)C1=O	17	10	2.1	7	5	-6	-2	7
CC(OC(=O)CNC(=O)c1ccc2c(c1)OCO2)C(=O)NCCC1=CCCCC1 (stereo unspecified)	6	-6	1.8	5	8	-12	-2	4
O=C(c1ccc2c(c1)OCCO2)C1CCN(C(=O)Nc2ccc(F)cc2)CC1	14	-12	3.2	15	9	-5	5	-13
COc1ccc(C(=O)NC(=S)N(C)C2CCCCC2)cc1Br	55*	42*	2.8	38	37	1	-1	3
Cc1ccc(-n2nnc(-c3cccnc3)n2)cc1	17	3	4.0	18	-108	-75	2	-91
Cc1ccc(NC(=O)c2ccc3c(c2)C(=O)N(c2ccccc2C)C3=O)nc1	1	11	0.5	13	3	-6	-3	-3
CC(C#N)(Nc1ccc(Cl)cc1)c1cccnc1 (stereo unspecified)	18	-3	-0.7	-24	-7	12	0	16
COC(=O)C1=C(C(=O)OC)[C@@H]2Nc3ccccc3[C@@]23C[C@@H](C(=O)OC)N(C(=O)C2CCC2)C3=N1	12	-3	0.0	2	44	22	-1	24
COc1ccc(NC(=O)c2ccco2)c(OC)c1	-11	-15	4.1	-22	6	-12	3	-12
Cc1ccc(-n2ncc3c(N4CCCC(C)C4)ncnc32)c(C)c1 (stereo unspecified)	33	-12	5.7	14	-149	-107	-1	-145
NS(=O)(=O)c1ccc(NC(=O)c2cc(-c3ccccc3O)n[nH]2)cc1	-12	-15	1.2	15	-20	-12	0	-8
Cn1c(C(O)c2ccc(Br)cc2)nc(Cl)c1Cl (stereo unspecified)	14	-18	-0.6	15	30	-4	-2	7
C(#Cc1ccccc1)CN1CCOCC1	-7	-7	2.2	8	2	-1	1	14

# Source: PubChem (Sanford-Burnham Center for Chemical Genomics)
